Screens as filed in PubChem BioAssay.
FLuc counter: qHTS profiling assay for firefly luciferase inhibitor/activator using purifed enzyme and Km concentrations of substrates (counterscreen for miR-21 project). Potency, µM (series often up to 57.5 µM), without a hit: top-dose activity change, negative = inhibition, usual class: inhibitors. purified FLuc, Km substrates, luminescence inhibition. 360,000 compounds, 6.9% hits. Luciferin 4-monooxygenase (Photinus pyralis), P08659;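 further: potency means the concentration at half of the fitted maximal effect; plate controls were vehicle for no effect and reference inhibitor for full effect; nearly all actives have a fitted effect of over 55% in size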
Target sequence (P08659 whole entry, looked up): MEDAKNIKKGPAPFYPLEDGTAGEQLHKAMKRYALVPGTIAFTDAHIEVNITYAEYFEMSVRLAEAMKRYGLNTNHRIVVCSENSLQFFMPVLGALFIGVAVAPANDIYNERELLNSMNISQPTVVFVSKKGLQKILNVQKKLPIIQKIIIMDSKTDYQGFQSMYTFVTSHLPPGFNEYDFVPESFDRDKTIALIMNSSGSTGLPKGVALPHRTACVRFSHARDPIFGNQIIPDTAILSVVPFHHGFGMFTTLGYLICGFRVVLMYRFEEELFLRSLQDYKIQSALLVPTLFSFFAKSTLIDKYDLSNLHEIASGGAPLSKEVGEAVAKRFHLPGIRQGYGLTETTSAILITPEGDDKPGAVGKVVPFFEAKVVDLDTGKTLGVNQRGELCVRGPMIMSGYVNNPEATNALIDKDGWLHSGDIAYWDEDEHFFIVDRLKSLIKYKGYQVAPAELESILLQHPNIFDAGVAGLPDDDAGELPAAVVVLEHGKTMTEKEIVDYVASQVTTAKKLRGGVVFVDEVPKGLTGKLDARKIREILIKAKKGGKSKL
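Purified P. pyralis luciferase (10nM final) with 10uM D-luciferin and 10uM ATP (Km levels) in 50mM Tris acetate pH 7.5, 10mM Mg acetate, 0.01% Tween-20, 0.05% BSA; qHTS 6-point titration, ~60 µM downward; luminescence read.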
VP16 counter: VP16 counterscreen qHTS for inhibitors of ROR gamma transcriptional activity | Drosophila S2 Gal4-VP16 UAS-luciferase, luminescence, 20 h | 310,000 compounds, 3.5% hits | Potency, µM (highest dose often 53.6 µM), without a hit: at the top dose activity, negative = inhibition, actives largely listed as inhibitors;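 further: Gal4-VP16 expression switched on by copper sulfate through the metallothionein promoter; potency means the concentration at half of the fitted maximal effect; on the % scale 0 is the no-effect control and ±100 the full control effect; nearly all actives have a fitted effect of over 50% in size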
NPC1 prom act: qHTS Assay for NPC1 Promoter Activators; Huh7 NPC1 promoter luciferase reporter, 24 h; Potency, µM (top dose mostly 9.22 µM), for the others: top-dose activation, actives largely listed as activators; 320,000 compounds, 2.4% hits; AID 485313, 2010;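 further: potency means the concentration at half of the fitted maximal effect; % of control where 0% means no effect; nearly all actives have a fitted effect of over 60% in size; reporter is driven by a mutant NPC1 promoter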
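Stably transfected Huh7 (NPC1 promoter→luciferase), 1500 cells/well in Opti-MEM + 10% FBS, 2 h settle, then compound 24 h at 37 °C. Luminescence after 10 min with Amplite reagent.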
FBPA coupling cs: qHTS Assay for Inhibitors of Fructose-1,6-bisphosphate Aldolase from Giardia Lamblia: Coupling assay counterscreen; 290,000 compounds, 0.67% hits; activity change, negative = inhibition, % at 58.2 µM, hits read low; coupling enzyme system counterscreen, AmpLite Red fluorescence; in the data active means activity change below about -30%; further: on the % scale 0 is the no-effect control and ±100 the full control effect
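Final compound at 57.5 uM, incubated 10 min at RT with coupling enzyme reagent (glyceraldehyde-3-phosphate), then 20 min with substrate and AmpLite Red detection. Fluorescence read at 525/598 nm; tests interference with the coupling assay, not aldolase inhibition.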
KCNH2 3.1 block: qHTS for Inhibitors of KCHN2 3.1: Mutant qHTS; Potassium voltage-gated channel subfamily H member 2, brain isoform KCNH2 3.1 (human); U2OS KCNH2 3.1, thallium flux FluxOr; stronger effect = lower value; activity change, % (tested at about 1.8 µM); 340,000 compounds, 0.95% hits; AID 720553, 2013;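 active means maximum activity change below -70%; inconclusive means maximum activity change from -70% to -50%; inactive means maximum activity change above -50%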;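 further: thallium influx rate constant from kinetic fluorescence after stimulation buffer; on the % scale 0 is the no-effect control and ±100 the full control effect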
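U2OS cells transduced with KCNH2 3.1 mutant virus (1.77 x 10^8 /mL, 4 h), plated overnight at 37 C, loaded 45 min with FluxOr dye plus Red40 quencher. Thallium flux rate constant from kinetic reads after stimulation buffer, normalised to controls.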
Giardia kill: Small Molecules that selectively kill Giardia lamblia: qHTS; Giardia lamblia trophozoite viability; activity change, % at 7.66 µM, hits read low; 340,000 compounds, 0.15% hits; in the data active means activity change below about -80%; inconclusive means between about -30% and that limit;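 further: parasites exposed to compound for two days anaerobically before the ATP read; on the % scale 0 is the no-effect control and ±100 the full control effect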
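Media and compound were dispensed first, then trophozoites at 100 cells/well; plates sat 48 hrs at 37 deg C without oxygen before ATP luminescence reagent was added and read after 15-30 min at room temperature.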
Tb PFK block: qHTS Assay to Find Inhibitors of T. brucei phosphofructokinase; ATP-dependent 6-phosphofructokinase (Trypanosoma brucei brucei), O15648; T. brucei PFK, ADP-Glo luminescence; Potency, µM (doses to about 57.5 µM), for inactives: at the top dose activity, negative = inhibition, hits mostly inhibitors; 330,000 compounds, 0.17% hits;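 further: potency means the concentration at half of the fitted maximal effect; 0% = uninhibited 1x PFK enzyme wells and -100% = no-enzyme wells; nearly all actives have a fitted effect of over 60% in size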
Target sequence (O15648 whole entry, looked up): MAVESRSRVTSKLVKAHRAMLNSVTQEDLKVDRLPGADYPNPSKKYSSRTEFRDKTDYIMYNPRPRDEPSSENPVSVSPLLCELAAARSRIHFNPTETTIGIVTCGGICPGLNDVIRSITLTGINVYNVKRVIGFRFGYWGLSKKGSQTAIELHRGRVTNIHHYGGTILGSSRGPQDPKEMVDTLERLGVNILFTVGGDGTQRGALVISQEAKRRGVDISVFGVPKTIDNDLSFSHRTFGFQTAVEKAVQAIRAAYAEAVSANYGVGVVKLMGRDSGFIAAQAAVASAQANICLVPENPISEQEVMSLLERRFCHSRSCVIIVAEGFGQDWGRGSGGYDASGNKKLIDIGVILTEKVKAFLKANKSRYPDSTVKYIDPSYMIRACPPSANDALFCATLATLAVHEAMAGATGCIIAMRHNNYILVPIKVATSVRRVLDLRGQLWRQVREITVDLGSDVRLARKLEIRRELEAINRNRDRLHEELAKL
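Luminescent ADP detection (ADP-Glo, two-step: ATP depletion then ADP-to-ATP conversion for luciferase) reported PFK activity after 45 min room-temperature reaction of 1.25 nM enzyme with 0.5 mM F6P and 0.1 mM ATP at pH 8.0.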
uPA surface inh: qHTS for Inhibitors of Cell Surface uPA Generation. AID 540303, 2011. 330,000 compounds, 0.31% hits. Potency, µM (titrated, usually from 38.3 µM), without a hit: at the highest dose activity change, negative = inhibition, most hits filed as inhibitors. cell surface uPA generation assay, qHTS; active means well fitted inhibition curve with a large enough effect; inconclusive means small, poorly fitted or top-dose-only effect; inactive means no such curve, though single readings can be large or run the other way; tested in mouse RAW 264.7 cells; further: potency means the concentration at half of the fitted maximal effect; on the % scale 0 is the no-effect control and ±100 the full control effect; nearly all actives have a fitted effect of over 55% in size
Rab9 prom act: qHTS Assay for Rab9 Promoter Activators. Huh7 Rab9 promoter-luciferase reporter, luminescence, 24 h. Potency, µM (top dose mostly 9.22 µM), inactives show at the highest dose activation, negative = inhibition, actives largely listed as activators. 320,000 compounds, 2.8% hits. AID 485297, 2010; further: potency means the concentration at half of the fitted maximal effect; % of control where 0% means no effect; nearly all actives have a fitted effect of over 60% in size
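Huh7 cells stably carrying a Rab9 promoter-luciferase reporter, 1500 cells per well in OP-MEM I with 10% FBS, treated with compound 24 hours at 37C. Luciferase activity read by luminescence after 10 minutes with Amplite reagent.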
RORg inh: qHTS for inhibitors of ROR gamma transcriptional activity. Drosophila S2 Gal4-RORgamma UAS-luciferase reporter, 20 h. Potency, µM (top dose mostly 53.6 µM), without a hit: top-dose activity change, negative = inhibition, actives largely listed as inhibitors. 310,000 compounds, 5.4% hits. AID 2551, 2010; further: potency means the concentration at half of the fitted maximal effect; on the % scale 0 is the no-effect control and ±100 the full control effect; nearly all actives have a fitted effect of over 60% in size
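A Gal4/UAS one-hybrid system in insect cells: metallothionein-promoter Gal4–ROR gamma fusion plus Photinus luciferase reporter. Copper sulfate 700 uM final, 20 hr ambient incubation, luminescent detection after 10 min with reagent.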
ELG1 genotox: qHTS screen for small molecules that induce genotoxicity in human embryonic kidney (HEK293T) cells expressing luciferase-tagged ELG1. Potency, µM (series often up to 46 µM), inactives show top-dose activity change, positive = activation, usual class: activators. AID 504466, 2011. 330,000 compounds, 1.3% hits. HEK293T ELG1-luciferase reporter, luminescence, 16 h; further: potency means the concentration at half of the fitted maximal effect; % of control where 0% means no effect; nearly all actives have a fitted effect of over 60% in size
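16 hr compound incubation (37 °C, 5% CO2) of HEK293T cells carrying luciferase-tagged ELG1; luciferase then measured by ONE-Glo luminescence after 30 min at RT.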
* marks the source's active call; other numbers are inactive results; u = inconclusive; x = no result given; [ ] = another dose, or the depositor's remark. Unless noted, the call rests on the fitted dose curve; in most records, active means well fitted curve in the direction sought with a large enough effect; inconclusive means small, poorly fitted or top-dose-only effect, or another doubt; inactive means no such curve, though single readings can be large; an effect the other way counts as inactive or inconclusive.

SMILES	FLuc counter	VP16 counter	NPC1 prom act	FBPA coupling cs	KCNH2 3.1 block	Giardia kill	Tb PFK block	uPA surface inh	Rab9 prom act	RORg inh	ELG1 genotox
CC1CCCN(CCOCCOc2ccc(Br)cc2Cl)C1 (stereo not given)	-1%	-5%	0%	2	-23	-18	3%	4%	-6%	-17%	-3%
CCC(C)(C)c1ccc(OCCCC[n+]2ccc(C)cc2)c(C(C)(C)CC)c1	2%	u	-23%	-3	-30	57[activator]	-4%	u	-17%	u	-6%
Cc1cc(Br)c(S(=O)(=O)NCc2ccncc2)cc1C	2%	x	-23%	1	9	8	2%	-5%	-34%[inhibitor]	x	11%
Cc1csc(NC(=O)CSc2ccccc2F)n1	u	u	15%	0	-5	8	-6%	-4%	9%	23%	15%
O=C1CSC(=S)N1c1ccc(F)cc1	-2%	-19%	-1%	2	x	x	2%	x	-2%	-18%	-6%
Cn1c(=O)oc2cc(S(=O)(=O)NCCC(=O)NC3CCCc4ccccc43)ccc21 (stereo not given)	-2%	-11%[0.365 µM]	1%	-23	12	-15	-2%	x	-1%	4%	0%
COc1ccc2c(c1)C1NC(=S)NC(C)(O2)C1C(=O)Nc1ccc(C)cc1C (stereo not given)	3%	4%	0%	0	-2	-11	-6%	-10%	0%	-20%	0%
O=C(CCC(=O)Nc1ccc(Oc2ccccc2)cc1)NCCO	1%	-2%	7%	-2	-3	39[activator]	2%	-5%	2%	32%	2%
O=C(Nc1ccccc1)c1ccc(-c2ccc(Br)cc2)o1	6µM*	-7%	19%	-2	-1	-28	0%	-10%	0%	u	u
CC1CCC2(CC1)NC(=O)N(CC(=O)Nc1sc3c(c1C(N)=O)CCC3)C2=O (stereo not given)	-10%	9%	-3%	1	2	3	20%	22%	-3%	18%	0%
O=C(OCC(=O)N1CCc2ccccc21)c1c2c(nc3ccccc13)CCCCC2	4.3µM*	-9%	3%	1	-4	-3	-1%	-6%	2%	31%	-11%
CCOC(=O)c1cc(-c2ccccc2C)n(CC2CC(c3cccc([N+](=O)[O-])c3)=NO2)n1 (stereo not given)	1%	x	-4%	x	-1	0	-16%	-7%	-3%	x	-6%
COc1ccc(C)cc1NS(=O)(=O)c1ccc(Cl)nc1	2%	x	3%	x	22	-15	-8%	12%	2%	x	0%
Cc1cc(C)c(OCC(=O)OC(C)C(=O)NC2CC2)c(C)c1 (stereo not given)	3%	8%	1%	x	-8	4	-3%	2%	7%	-7%	3%
COc1ccc(S(=O)(=O)N2CCCCCC2)cc1NC(=O)CN1C(=O)NC(C)(c2ccc(C)cc2)C1=O (stereo not given)	2%	x	0%	x	-16	2	-3%	3%	3%	x	-9%
Cc1[nH]nc(NCCO)c1[N+](=O)[O-]	1%	-13%	-8%	0	-2	18	-3%	3%	15%	2%	1%
Cc1nn(C)c(C)c1CNC(=O)c1nn2c(c1Cl)NC(c1cccs1)CC2C(F)(F)F (stereo not given)	1%	u	-13%	3	2	10	-6%	-5%	-31%[inhibitor]	u	-18%
CN(C)CC(=O)c1c(N)n(Cc2ccccc2)c(=O)n(C)c1=O	-1%	4%	-1%	1	1	-14	-1%	2%	-2%	15%	0%
Cc1ccc(S(=O)(=O)NCCc2ccccc2)cc1	2%	20%	-2%	-1	-8	12	1%	2%	-2%	33%	0%
CCOc1ccc(S(=O)(=O)NCCC(=O)NCCCSc2ccccc2)cc1	3%	x	0%	x	-10	-9	6%	-5%	-1%	x	1%
CC1Nc2ncnc(N3CCc4ccccc4C3)c2N(Cc2ccc(Cl)cc2)C1=O (stereo not given)	2%	x	-2%	x	1	34[activator]	0%	-11%	-1%	x	-2%
Clc1ccc(Cl)c(OCc2cc(-c3ccccc3Cl)on2)c1	11µM*	3%	u	1	-5	15	4%	0%	u	-2%	14%
CCN(CC)S(=O)(=O)c1cccc(-c2n[nH]c(=S)n2C)c1	-10%	-4%[10 µM]	-3%	1	2	-17	0%	-2%	-7%	u	5%
Cc1c(CC(=O)NCCCO)c(=O)oc2cc3c(cc12)CCC(C)(C)O3	-14%	-4%	3%	2	-7	3	1%	1%	-2%	21%	6%
Nn1c(COc2ccccc2F)nnc1SCC(=O)NC1CCCC1	-2%	x	0%	1	7	5	-2%	7%	-1%	x	4%
CC1CC1C(=O)Nc1nc(-c2cccs2)c(-c2cccs2)s1 (stereo not given)	-23%	12%	-3%	-3	-7	13	-19%	-6%	2%	10µM*	8%
C=CCn1c(N)c(-c2nc3ccccc3n2C)sc1=S	4%	u	-3%	0	4	4	-9%	11%	2%	-160%	17%
O=C(Nc1cccc(-c2cn3ccccc3n2)c1)c1cc2ccccc2oc1=O	1.5µM*	8.9µM*	u	1	-23	4	-6%	13%	u	u	17%
Cn1cnnc1SCC(=O)NCCC1=CCCCC1	x	x	x	x	7	5	-3%	5%	x	x	3%
O=C(CSc1nnc(-c2ccncc2)n1Cc1ccco1)Nc1nc(-c2ccccc2)cs1	4%	-7%	1%	-1	-46	-7	2%	-8%	-4%	13%	-14%
O=C1CCCC(O)=C1C1NCCc2ccccc21 (stereo not given)	-1%	-3%	0%	1	8	-5	0%	3%	3%	1%	-3%
CCN(CC)C(=O)CSc1nnc(CNc2ccc(F)cc2)o1	2%	-8%	-6%	-1	0	9	u	-1%	0%	20%	2%
CCC(c1nnc(SCC(=O)Nc2cccnc2Cl)n1-c1ccccc1)N(C)C (stereo not given)	-8%	-18%	1%	2	5	-9	-3%	-12%	1%	39%	4%
CNC(=O)CSc1nnc(-c2ccccc2)n1C	1%	-11%	-3%	0	6	-21	0%	-4%	-9%	-4%	1%
COc1ccc(-c2[nH]c(-c3ccc(C)cc3)nc2SCC(=O)NC2CCCC2)cc1	-2%	-18%	1%	-8	-3	-1	0%	-14%	-1%	u	-8%
Cc1ccccc1NC(c1cccc(Cl)c1)c1nnnn1C1CCCCC1 (stereo not given)	-1%	-6%	-7%	1	3	2	3%	6%	1%	-7%[10 µM]	1%
CNC(=S)N1CCc2cc(OC)c(OC)cc2C1COc1ccc(OC)cc1 (stereo not given)	0%	10%	-7%	3	14	24	12%	3%	-1%	u	7%
CSCCC(NC(=O)c1ccccc1Br)C(=O)NNC(=O)c1cc(C)oc1C (stereo not given)	x	x	x	x	-3	9	0%	23%	x	x	0%
CS(=O)(=O)N1CCC(C(=O)Nc2cccc([N+](=O)[O-])c2)CC1	-4%	-12%	-1%	1	-47	10	-8%	12%	0%	-27%	3%
CCOc1ccc(CC(=O)N2N=C(C)CC2(O)C(F)(F)F)cc1 (stereo not given)	-1%	5µM*	-1%	2	13	-24	-13%	6%	-4%	1.6µM*	0%
NC(=S)NNc1c(F)c(F)c(F)c(F)c1F	-3%	u	-11%	-3	-12	0	-3%	-2%	-1%	13µM*	-6%
N#C/C=C(/N)c1ccc(Br)cc1	3%	u	0%	4	-9	-9	0%	-4%	1%	-14%	-1%
CCCC(=O)N/C(N)=N/c1nc(C)c2ccccc2n1	u	21%	0%	-1	-3	4	8%	-2%	2%	1.1µM*	-1%
COCc1cc(C)nc2sc(C(=O)NN)c(-n3cccc3)c12	3%	-16%	0%	3	-2	-9	-1%	-4%	5%	u	5%
CCOC(=O)c1c(C)[nH]c(C(=O)CN2CCOCC2)c1C	-2%	10%	x	-2	-6	3	x	x	x	4%	x
COc1ccc2oc(N)c(C=O)c(=O)c2c1	-5%	1%	0%	0	35	17	4%	-2%	-2%	-1%	5%
Cc1ccc(N/C(CSC(N)=O)=N/S(=O)(=O)c2ccccc2)cc1	7%	12%	-2%	5	24	-1	3%	4%	-8%	19%	0%
CCOC(=O)N1CCN(C(=O)CNC(=O)c2ccc(Br)cc2)CC1	1%	-10%	-4%	x	32	-7	-2%	13%	-1%	-1%	12%
CNC(=O)c1cccc(NC(=O)C(C)c2ccc3cc(OC)ccc3c2)c1 (stereo not given)	-6%	7%	-3%	-3	1	17	-7%	-1%	9%	7%	u
